# Rpn11 inh – Rpn11 (human) deubiquitinase inhibition. 360,000 tested, 0.59% active. human 26S proteasome, Ub4-pepOG fluorescence polarization; 20S core pre-blocked with epoxomicin. O00487. calls only at 20 µM;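 active = inhibition at 20 µM, scaled to each plate's controls, above about 33%, limit read from the data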
# Target sequence (O00487 whole entry, looked up): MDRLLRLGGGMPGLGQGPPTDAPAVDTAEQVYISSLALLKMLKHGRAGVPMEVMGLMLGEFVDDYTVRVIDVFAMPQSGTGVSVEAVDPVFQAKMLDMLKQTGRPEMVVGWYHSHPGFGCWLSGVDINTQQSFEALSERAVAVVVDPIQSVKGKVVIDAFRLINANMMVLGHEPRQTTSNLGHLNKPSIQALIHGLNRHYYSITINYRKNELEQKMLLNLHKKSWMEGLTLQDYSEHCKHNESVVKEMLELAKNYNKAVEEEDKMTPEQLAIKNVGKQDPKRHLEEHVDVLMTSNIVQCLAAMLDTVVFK
# SUMO1 PPI mod – modulators of human SUMO1-mediated protein-protein interactions; P63165; AID 602429; 360,000 tested, 0.33% active; SUMO1 binding to a labelled peptide, TR-FRET, 1 h; inhibition, % at 20 µM; in the data active = inhibition above about 37%
# Target sequence (P63165 whole entry, looked up): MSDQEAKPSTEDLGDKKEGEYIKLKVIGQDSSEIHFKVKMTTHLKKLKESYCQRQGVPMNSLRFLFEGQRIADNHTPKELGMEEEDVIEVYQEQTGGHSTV
# NadD block – NadD (S. aureus) enzyme inhibition; AID 602399; 360,000 tested, 0.78% active; inhibition, % at 20 µM; purified NadD enzyme, colorimetric absorbance read-out; in the data active = inhibition above about 26%; also: some compounds past the cut are filed as inactive
# LMPTP block – blocks human LMPTP phosphatase | P24666 | recombinant LMPTP-A, OMFP fluorogenic substrate, fluorescence intensity | inhibition, % at 20 µM | 360,000 tested, 0.22% active | AID 651560;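 active = compounds that cut the enzyme signal by at least half of the control window in the single-dose screen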;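 also: plate controls were DMSO wells with enzyme plus substrate for no effect and substrate without enzyme for full effect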
# Target sequence (P24666 whole entry, looked up): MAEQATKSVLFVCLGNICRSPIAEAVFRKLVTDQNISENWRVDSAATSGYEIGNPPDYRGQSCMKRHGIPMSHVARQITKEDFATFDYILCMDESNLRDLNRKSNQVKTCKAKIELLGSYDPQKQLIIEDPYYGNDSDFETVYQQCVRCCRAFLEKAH
#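 Buffer or medium: Bis-Tris pH 6.0, DTT, detergent; Assay system: LMPTP-A enzyme; Quantity: 0.625 nM enzyme; Detection: endpoint fluorescence intensity; Times: 50 min dark incubation at room temperature; Controls: substrate-only low control, DMSO enzyme-plus-substrate high control; Doses: single 20 µM dose; Read-out: percent inhibition versus substrate-only and uninhibited controls; Reagent: 400 µM OMFP.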
# STEP block – STEP (human) phosphatase inhibition | 360,000 tested, 0.25% active | inhibition, % at 20 µM | AID 588621 | recombinant STEP, OMFP fluorogenic substrate, fluorescence;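 active = inhibition at 20 µM, scaled per plate between control wells, above about 37%, limit read from the data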;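 also: 0% = DMSO with enzyme and substrate and 100% = substrate only without enzyme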
#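 Material: STEP (striatal-enriched tyrosine phosphatase) enzyme, cell-free; Compound dosing: 20 µM single dose in 1% DMSO; Technique: fluorescence read at 480 nm ex / 540 nm em; Times: reaction 20 min, ambient temperature; Medium: 50 mM Bis-Tris pH 6.0 with 2.5 mM DTT and 0.005% Tween 20; Also added: OMFP at 25 µM.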
# TbMetRS inhib – Trypanosoma brucei MetRS inhibition. purified T. brucei MetRS, ATP depletion, Kinase-Glo luminescence. inhibition, % at 11.9 µM. 360,000 tested, 0.4% active. AID 624268;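 active = inhibition above a per-plate cutoff of the control wells' mean inhibition plus 3 SD, cut at about 5.5% in these data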;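 also: 0% = DMSO wells median and 100% = median of wells with control inhibitor compound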
#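 Measured by: Kinase-Glo luciferase luminescence reporting remaining unconsumed ATP. Material: purified T. brucei MetRS enzyme. Doses: 11.9 µM compound single dose, 0.9% DMSO. Medium: HEPES buffer containing pyrophosphatase, BSA, spermine, DTT. Times: 15 min preincubation, 2 h reaction, all 25 °C. Reagent: methionine, ATP and bulk E. coli tRNA.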
# CSN deneddyl inh – blocks human CSN-mediated cullin deneddylation; 360,000 tested, 0.38% active; Purified CSN, SCF-Nedd8-OG deneddylation, fluorescence polarization; Q92905; inhibition, % at 12.5 µM; AID 651999;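 active = pattern-corrected inhibition above about 35%, with an unprinted fluorescence ratio check between 0.5 and 1.5, limit read from the data, passing the limit was not always enough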;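 also: 0% = enzyme with substrate and 100% = substrate without enzyme; some results filed as inactive read as strong as hits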
# Target sequence (Q92905 whole entry, looked up, one chain of several): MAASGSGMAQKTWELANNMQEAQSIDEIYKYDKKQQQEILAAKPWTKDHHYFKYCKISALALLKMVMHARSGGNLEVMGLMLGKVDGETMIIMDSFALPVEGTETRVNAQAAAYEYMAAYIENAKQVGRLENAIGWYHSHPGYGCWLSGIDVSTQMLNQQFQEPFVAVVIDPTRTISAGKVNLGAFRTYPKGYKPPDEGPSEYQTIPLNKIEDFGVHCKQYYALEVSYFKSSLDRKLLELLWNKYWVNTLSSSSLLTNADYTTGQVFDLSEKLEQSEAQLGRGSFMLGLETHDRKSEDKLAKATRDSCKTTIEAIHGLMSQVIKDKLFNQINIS
#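 Test system: purified human Csn5 enzyme expressed in HEK293T cells. Amount: 0.24 nM enzyme. Reagent: SCFSkp2-Nedd8OG substrate at 10 nM final. Schedule: 90 min incubation of compound, enzyme and substrate at room temperature. Detection: fluorescence polarization. Read-out: % inhibition of substrate cleavage by Csn5.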
# DNMT1 block – blocks human DNA methyltransferase DNMT1 | DNMT1 molecular beacon, Hinp1I cleavage, fluorescence | inhibition (reported as % activation of signal), % at 10 µM | 360,000 tested, 0.83% active | AID 588458; in the data active = inhibition above about 50%
# Scp-1 inhibitor – Scp-1 (human) phosphatase inhibition; inhibition, % at 20 µM; 340,000 tested, 0.88% active; Recombinant Scp1, phosphopeptide, malachite green phosphate absorbance; Q9GZU7;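 active = inhibition above about 50% at 20 µM, limit read from the data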;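 also: plate controls were DMSO wells with enzyme for no effect and wells lacking enzyme for full effect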
#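 assay system = SCP-1 phosphatase catalytic domain, residues 76-261 | buffer or medium = 50 mM Tris acetate pH 5.5, 0.005% Tween-20, 10 mM MgCl2 | incubation = enzyme reaction 45 min at room temperature, colour 5 min, stabilisation 30 min | signal = Phosphate-binding colour reagent, absorbance read at 630 nm | measure = % inhibition at 20 µM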
# MsrA inh – bovine MsrA inhibition | purified bovine MsrA, absorbance read-out | inhibition, % at 15.5 µM | 360,000 tested, 0.75% active; in the data active = inhibition above about 4.5%;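 also: 0% = vehicle wells with enzyme and 100% = reference inhibitor wells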
# Numbers without * were called inactive; i = inactive; / = not tested or not shown.
canonical_smiles,Rpn11 inh,SUMO1 PPI mod,NadD block,LMPTP block,STEP block,TbMetRS inhib,CSN deneddyl inh,DNMT1 block,Scp-1 inhibitor,MsrA inh
O=C(COC(=O)c1ncc(Cl)c(Cl)c1Cl)Nc1ccccc1OC(F)F,i,0,-2,-1.1,-1,-1.1,2,3,-1,-0.1
CS(=O)(=O)Nc1ccc(S(=O)(=O)N2CCCC2)cc1,i,3,-4,1.2,-1,0.6,-5,1,0,1.2
O=C(c1nn2c(C(F)(F)F)cc(-c3cccs3)nc2c1Br)N1CCCc2ccccc21,i,1,16,1.3,2,-0.7,-6,2,-10,-0.1
Cc1c(Cl)cccc1NC(=O)Nn1cnnc1,i,2,-2,-1.3,-2,-0.2,-8,-1,-1,0.3
CCn1c(C)c(C(C)=O)c(N2CCN(c3ccccn3)CC2)nc1=S,i,1,-7,1.5,-1,-0.3,-3,3,-3,0.6
CCc1cc(/C(Cc2ccc3ccccc3n2)=N\O)c(O)cc1O,i,1,-2,0.3,-3,0.2,3,-9,7,-0.5
S=C(c1c[nH]c2ccccc12)N1CCCC1,i,-1,1,-0.4,2,0.3,-3,-1,4,0.6
COc1cc(CC(=O)OCC(=O)c2ccc3c(c2)OCCO3)cc(OC)c1OC,i,4,-8,-1.4,-6,-0.5,-1,1,-5,-0.9
COc1cc(OC)cc(C(=O)NNC(=O)c2ccc(S(=O)(=O)N3CC(C)OC(C)C3)cc2)c1 (configuration not stated),i,-5,8,-2.1,-3,0.7,-3,-2,-6,0.7
O=C(Nc1ncc(Cc2cccc(Cl)c2)s1)c1ccc([N+](=O)[O-])cc1,i,-3,5,-0.8,-3,0.2,-4,-4,-8,0.4
COC(=O)C1CSC(C(=O)OC)N1C(=O)CN1CCN(c2ccccc2)CC1 (configuration not stated),i,-4,3,0.2,2,-0.3,-3,1,-5,-0.2
Cc1cccc(C(=O)NCCC(=O)NCc2ccccc2F)c1,i,6,-1,-1.6,0,-0.4,-5,-4,-8,0.1
CCN(CC)C(=O)CSc1nc2ncc(Cl)cc2[nH]1,i,0,14,-1.8,0,-0.1,-2,0,-12,-0.1
C[C@H]1CN([C@@H](C)CO)S(=O)(=O)c2ccc(C#CC3CC3)cc2O[C@H]1CN(C)C(=O)c1cccnc1,i,4,4,-0.8,0,-0.5,-4,0,/,-0.5
O=C(c1cc(-c2ccc(Cl)cc2)n[nH]1)N1CCN(C(=O)c2ccco2)CC1,i,1,6,1.7,-4,0.3,-2,-1,-1,-1.1
O=c1c2c(nc3cc(-c4ccc(Cl)cc4)[nH]n13)CCS2,i,10,9,61*,22,-0.1,41*,27,84*,0.5
COCCOc1cc(COC)nc(-c2cccc(C)c2)n1,i,-6,-4,-1.0,-1,-0.1,-2,0,-3,0.6
COc1ccc(OC)c(S(=O)(=O)NCCCc2ccccc2)c1,i,-3,-2,-1.5,-1,0.4,0,-4,-5,-0.8
Cc1cccn2c(=O)c(/C=C(\C#N)C(=O)NCc3ccco3)c(N3CCCCC3)nc12,i,-14,2,0.7,-1,-0.5,2,1,-5,-0.3
O=C(COC(=O)c1cccc(C(=O)OCC(=O)NC2CCCCC2)n1)NC1CCCCC1,i,-1,0,-0.4,2,-0.4,1,5,1,0.6
COc1ccccc1-c1nc(-c2ccc(C(=O)O)cc2)no1,i,9,-6,-1.8,2,0.5,-2,4,-6,1.3
O=C(NCC1CCCN(Cc2nccs2)C1)c1cccc2ccccc12 (configuration not stated),i,-6,-2,0.0,1,-0.2,1,-1,0,-0.7
COc1cccc2sc(N(CCCN(C)C)C(=O)c3ccc(S(=O)(=O)N4CCCc5ccccc54)cc3)nc12,i,-19,0,1.9,2,-0.4,7,-2,27,-1.6
CC(OC(=O)CCN=C1NS(=O)(=O)c2ccccc21)C(=O)NCc1ccccc1 (configuration not stated),i,0,3,-0.4,-1,0.1,-3,1,-7,0.9
CC[C@H](C)C(N)c1cn(C(CCCN=C(N)N)C(=O)N2CCNCC2)nn1 (some centres not stated),i,-40,-7,-10,0,-0.5,0,4,-2,0.5
Cc1cccc(CC(=O)NCC(=O)NCc2cc(=O)n(C)c(=O)n2C)c1,i,3,-6,-1.6,1,-0.4,-5,-3,-11,0.0
CCCc1nc2ccccc2c(C(=O)OCC(=O)Nc2cccc(S(=O)(=O)N3CCOCC3)c2)c1CC,i,2,1,2.7,-4,-1.4,1,-7,13,-0.8
Cc1cccc(-c2nnc(SCC(=O)N3CCCC3)o2)c1,i,2,-5,-1.1,-1,-0.3,-6,0,-3,-0.1
C=CCc1c(O)c(CC)cc2c(C)cc(=O)oc12,i,5,-2,-0.2,-1,-0.8,0,1,-3,2.1
COc1ccc(-c2csc(Nc3ccc(C)cn3)n2)cc1,i,6,-1,1.2,-2,1.3,-6,-10,0,0.2

# Compounds from the list above containing an aryl thioether with sulfur outside any ring, in the order listed:
canonical_smiles,Rpn11 inh,SUMO1 PPI mod,NadD block,LMPTP block,STEP block,TbMetRS inhib,CSN deneddyl inh,DNMT1 block,Scp-1 inhibitor,MsrA inh
CCN(CC)C(=O)CSc1nc2ncc(Cl)cc2[nH]1,i,0,14,-1.8,0,-0.1,-2,0,-12,-0.1
Cc1cccc(-c2nnc(SCC(=O)N3CCCC3)o2)c1,i,2,-5,-1.1,-1,-0.3,-6,0,-3,-0.1

# Additional results.
canonical_smiles,Rpn11 inh,SUMO1 PPI mod,NadD block,LMPTP block,STEP block,TbMetRS inhib,CSN deneddyl inh,DNMT1 block,Scp-1 inhibitor,MsrA inh
COc1cccc(NC(=O)[C@@H]2CCCN2C(=O)[C@@H]2Cc3ccccc3CN2C(=O)OC(C)(C)C)c1,i,-1,0,0.4,0,0.3,-2,-3,-5,-1.2
O=C(CCc1ccccc1)N/N=C/c1cc(Br)ccc1O,i,1,3,-0.2,1,-0.2,-1,35,-4,0.1
C/C(=N\NC(=O)CC1N=C(Cc2ccccc2)NNC1=O)c1ccc(Br)cc1 (configuration not stated),i,3,-5,-2.4,-1,-0.3,-2,5,-23,-1.6
CS(=O)(=O)N(CCc1ccccc1)CC(=O)NCc1ccccc1,i,0,-6,-1.5,0,0.1,10,-5,-3,-0.6
CC(=O)c1ccc2c(c1)OCCOCCOCCOCCOCCO2,i,4,7,-0.6,0,-0.7,1,0,-4,0.2
Cc1sc2ncn3cnnc3c2c1C,i,-7,-8,-1.3,-7,-0.5,1,3,0,0.4
COC(=O)C1=C(N)Oc2cc(C)n(Cc3cccnc3)c(=O)c2C1c1ccc(OC)c(OC)c1 (configuration not stated),i,-3,2,0.9,2,-0.9,2,5,-7,0.5
N#Cc1ccc(-c2csc(-c3ccno3)n2)cc1,i,-12,-3,-0.8,0,-0.3,2,0,-4,-0.9
CC(=O)N1CCN2C(=O)C1CCCC(=O)c1cc(C)ccc12 (configuration not stated),i,-2,-2,-0.7,1,-0.9,0,-1,3,-0.4
CC(=O)c1cccc(NC=C2C(=O)OC3(CCCCC3)OC2=O)c1,i,1,2,0.5,-3,-1.9,-1,11,-5,3.0
Cc1cccc(C(=O)NC(CC(=O)O)c2ccc(OC3CCCC3)cc2)c1[N+](=O)[O-] (configuration not stated),i,1,-2,0.1,1,-1.8,0,0,-1,1.2
CCCN1CCN(CCCNC(=O)C(CC)n2nc(C)c3sc4ccccc4c3c2=O)CC1 (configuration not stated),i,11,-4,-0.6,-1,-0.3,4,4,-2,0.9
COc1ccccc1C(=O)Nc1ccnn1C1CCN(Cc2cc(C)c(C)cc2C)CC1,i,2,-11,-0.6,-4,-0.6,6,2,4,0.2
Cc1ccc(C(=O)N/C(=C\c2cccs2)C(=O)NC2CCCCC2)cc1,i,-7,2,-1.3,7,0.4,-2,-1,-1,0.7
COc1ccc(NC(=O)c2ccc(NC(=O)CN3CCN(c4ccccc4)CC3)cc2)cc1,i,-2,2,0.4,-1,-0.4,4,2,-6,-0.6
OCCN1CCN(c2nc(NCc3ccco3)c3ccccc3n2)CC1,i,-1,-5,8.8,-4,-0.5,6,1,4,0.3
CCc1sc(C(=O)Nc2ccccc2N2CCOCC2)cc1C,i,1,0,2.1,-1,1.6,-6,-4,-7,0.9
CCOc1cccc(-c2nc(C(N)=O)c3[nH]c(=O)n(-c4cccc(Cl)c4)c3n2)c1O,i,-1,19,-0.1,3,0.3,2,14,-5,-0.3
COC(=O)c1c(N)[nH]c(C(=O)c2ccccc2)c1-c1ccc(Br)cc1,/,1,-6,0.5,/,-0.3,-5,/,/,-0.4
FC(F)(F)c1nnc2sc(-c3ccccn3)nn12,i,-2,6,-1.1,-2,-0.4,-1,4,-5,0.4
Cc1ccc(-c2cn3cccnc3n2)cc1,i,-10,-5,0.1,0,-0.6,3,-4,-5,3.6
Cc1cccc(-n2ncc3c2CCCC3NC(=O)C2CCOCC2)c1C (configuration not stated),i,-3,4,-0.7,-1,0.0,0,0,-2,0.2
CCNC(=S)N/N=C/c1ccco1,i,-2,11,0.4,2,-0.2,-7,-1,-7,3.7
Cc1cccc(NCc2ccc(O)c3ncccc23)c1,i,-9,37*,0.5,1,0.0,-2,-5,-11,3.4
COc1cc(OC)c(/C=N/n2c(C3CCCCC3)n[nH]c2=S)c(OC)c1,i,4,-7,0.8,1,-0.6,3,-2,-6,2.0
CCOc1ccccc1NC(=O)CSc1nc2c(c(=O)n1C)SC(C)C2 (configuration not stated),i,2,-2,-0.2,5,-0.1,0,0,-6,1.5
CCN(CC)CCCC(C)NC(=O)c1cccc(S(=O)(=O)N2CCc3ccccc32)c1 (configuration not stated),i,-2,-10,-3.2,-2,-0.9,-4,-3,-4,0.9
O=c1c2ccccc2nc(-c2ccc(Br)cc2)n1Cc1ccccc1,i,2,10,4.3,3,0.1,2,-5,-4,0.4
COC(=O)c1cc(C(=O)OC)cc(-n2c(C)cc(C(=O)COC(=O)CNS(=O)(=O)c3ccc(C)cc3)c2C)c1,i,8,4,2.0,0,-0.3,0,25,36,0.4

# Screening results deposited in PubChem by several laboratories.
